NCI-60 one-dose screen, 48 h, at 10 µM unless noted. Numbers give growth in % (100 = growth as untreated, 0 = no growth, -100 = all killed).
U251 – U251 CNS tumor cells. 80,000 compounds, 5.4% hits. AID 1794753
SF-539 – SF-539 CNS cancer | 81,000 compounds, 6.8% hits | AID 1794752
PC-3 – PC-3 prostate cancer cells | 80,000 compounds, 3.9% hits
UO-31 – UO-31 renal cancer. 81,000 compounds, 5.2% hits. AID 1794768
786-0 – 786-0 renal cancer cells | 81,000 compounds, 5.1% hits | AID 1794775
DU-145 – DU-145 prostate cancer; 81,000 compounds, 4.2% hits
SN12C – SN12C renal cancer cells; 81,000 compounds, 3.8% hits; AID 1794767
TK-10 – TK-10 renal cancer cells | 81,000 compounds, 3.9% hits | AID 1794769
SF-295 – SF-295 CNS cancer cells; 79,000 compounds, 5.6% hits
Numbers without * were called inactive; / = not tested or not shown; & = joins results of further samples; ! = not active in a repeat. Rule for the calls: active = growth percent below 10; inactive = the rest.

SMILES	U251	SF-539	PC-3	UO-31	786-0	DU-145	SN12C	TK-10	SF-295
Nc1nonc1-c1nc2ccccc2n1CC(=O)Nc1ccc(F)c(Cl)c1	72	52	55	73	88	75	84	74	76
S=C(SSC(=S)N(c1ccccc1)c1ccccc1)N(c1ccccc1)c1ccccc1	88	109	82	97	105	109	95	95	102
C/C=C/C(OC(C)=O)OC(C)=O	108	94	89	75	107	106	97	92	108
CCC(C(=O)O)c1cccc2ccccc12 (stereo not drawn)	96	102	95	99	102	112	101	92	100
O=C1N(Cc2ccccc2)c2ccccc2C12Nc1ccccc1S2 (stereo not drawn)	82	102	61	52	86	96	76	110	95
COc1cccc2c(=O)c3c(sc12)c(Cl)nc1ccccc13	102	100	82	62	103	107	95	140	102
C=CC(=O)OCc1ccccc1	102	120	107	79	105	113	107	105	104
Oc1ccc(O)c(-c2ccccc2)c1	41	46	64	43	66	78	68	97	18
O=C(CNc1nc2ccccc2[nH]1)Nc1nc2ccccc2[nH]1	92	97	90	80	105	105	96	111	103
Cc1ccc(C(=O)/C=C/c2ccc3c(c2)OCO3)c(C)c1	88	101	98	73	98	96	102	97	110
COc1cc(C2CC(c3ccc(C)cc3)=NN2C=O)ccc1OCCN(C)C (stereo not drawn)	92	89	79	65	101	105	95	/	97
O=c1[nH]c2cc([N+](=O)[O-])ccc2c2cc(Br)ccc12	/	94	74	41	108	116	66	114	109
NC1=CC(=O)C(=O)c2cccnc21	/	101	78	48	100	28	70	113	77
Cc1cnccn1	108	104	102	90	100	100	102	90	100
Nc1nonc1-c1nc2ccc(Cl)cc2[nH]1	101	103	100	84	98	107	103	112	101
Cc1nn(-c2ccc(Cl)cc2)c2nc3c(nc12)c(=O)[nH]c1ccccc13	99	/	101	95	108	115	98	143	111
COc1cc(-c2nnc(-c3nc(-c4cc(OC)c(OC)c(OC)c4)n4ccccc34)o2)ccc1O	92	103	86	66	98	114	83	/	/
N=c1c(C(=O)OCc2ccccc2)ncc(CCl)n1O	71	104	96	83	82	102	89	106	124
CC1=CC(=O)C=CC1(C)C(Cl)(Cl)Cl (stereo not drawn)	83	/	93	92	101	124	89	80	102
CCCCCCCOc1ccc(C(=O)CCN2CCOCC2)cc1	88	97	96	86	89	103	96	106	91
O=C(Nc1ncc(Cc2ccccc2Cl)s1)C(=S)N1CCOCC1	107	95	87	72	103	108	98	105	107
CSc1nc2c(nc(SC)n2-c2ccccc2)c(=O)[nH]1	95	98	74	88	94	112	/	94	95
CCCCCCCC/C=C\CCCCCCCC(=O)OCCCCCCCCCCCCC	106	104	92	110	96	111	113	103	95
COc1ccc(C(=O)CSc2nc3[nH]c(=O)n(C)c(=O)c3[nH]2)cc1	105	100	101	87	102	108	103	111	99

Results in DU-145, for two of the compounds above:
SMILES	DU-145
CCCCCCCOc1ccc(C(=O)CCN2CCOCC2)cc1	103
O=C(Nc1ncc(Cc2ccccc2Cl)s1)C(=S)N1CCOCC1	108

Other entries:
SMILES	U251	SF-539	PC-3	UO-31	786-0	DU-145	SN12C	TK-10	SF-295
Cc1ccc(NC(=O)C2c3ccccc3-c3ccccc32)cc1	100	94&93	80&64	84&87	104&102	107&109	86&88	105&94	92&85
O=[N+]([O-])c1ccc(NS(=O)(=O)c2ccc(Br)cc2)cc1	64	84	60	58	66	96	65	79	84
N#C/C(=C\c1c[nH]c2ccccc12)C(=O)Nc1sc2c(c1C#N)CCC2	99	96	98	82	102	104	100	137	103
NS(=O)(=O)c1ccc(N2CC(c3nc4ccccc4[nH]3)CC2=O)cc1 (stereo not drawn)	100	97	91	77	102	109	97	128	100
CCc1cccc(CC)c1NC(=O)c1ccc(CN2CCc3ccccc3C2)cc1	97	101	98	87	100	103	97	108	/
Cc1cc(N=Nc2nccs2)c(O)cc1O	48	76	60	46	43	57	69	64	47
COc1ccc(/C=C2\Oc3cc(OCCCN4CCCC4)ccc3C2=O)cc1OC	96	91	86	70	89	89	89	89	105
CC1CCCC(O)(C(C(=O)O)c2ccccc2)C1 (stereo not drawn)	90	102	96	86	104	111	95	104	104
O=C(CCC(=O)c1ccccc1)O/N=C(\Cn1ccnc1)c1ccc(Cl)cc1	95	105	93	90	95	109	92	98	102
COC(=O)CN(CC(=O)OC)C(=O)c1ccccc1	106	104	94	97	105	110	98	103	104
OC1(c2ccccc2)c2ccccc2CCC1Br (stereo not drawn)	101	95	106	88	108	117	108	117	98
C=CCSc1nnc(-c2ccc3nc(-c4ccc(OC)cc4)[nH]c3c2)o1	103	100	103	90	79	102	106	101	95

Seven entries from above, reformatted.
Values in the order: U251	SF-539	PC-3	UO-31	786-0	DU-145	SN12C	TK-10	SF-295
- O=C(Nc1ncc(Cc2ccccc2Cl)s1)C(=S)N1CCOCC1
 : 107	95	87	72	103	108	98	105	107
- CSc1nc2c(nc(SC)n2-c2ccccc2)c(=O)[nH]1
 : 95	98	74	88	94	112	/	94	95
- CCCCCCCC/C=C\CCCCCCCC(=O)OCCCCCCCCCCCCC
 : 106	104	92	110	96	111	113	103	95
- COc1ccc(C(=O)CSc2nc3[nH]c(=O)n(C)c(=O)c3[nH]2)cc1
 : 105	100	101	87	102	108	103	111	99
- Cc1ccc(NC(=O)C2c3ccccc3-c3ccccc32)cc1
 : 100	94&93	80&64	84&87	104&102	107&109	86&88	105&94	92&85
- O=[N+]([O-])c1ccc(NS(=O)(=O)c2ccc(Br)cc2)cc1
 : 64	84	60	58	66	96	65	79	84
- N#C/C(=C\c1c[nH]c2ccccc12)C(=O)Nc1sc2c(c1C#N)CCC2
 : 99	96	98	82	102	104	100	137	103

Entries from the list above with a nitro group on carbon:
SMILES	U251	SF-539	PC-3	UO-31	786-0	DU-145	SN12C	TK-10	SF-295
O=c1[nH]c2cc([N+](=O)[O-])ccc2c2cc(Br)ccc12	/	94	74	41	108	116	66	114	109
O=[N+]([O-])c1ccc(NS(=O)(=O)c2ccc(Br)cc2)cc1	64	84	60	58	66	96	65	79	84

Nothing new here: 3 of the compounds above.
SMILES	U251	SF-539	PC-3	UO-31	786-0	DU-145	SN12C	TK-10	SF-295
Cc1ccc(NC(=O)C2c3ccccc3-c3ccccc32)cc1	100	94&93	80&64	84&87	104&102	107&109	86&88	105&94	92&85
O=[N+]([O-])c1ccc(NS(=O)(=O)c2ccc(Br)cc2)cc1	64	84	60	58	66	96	65	79	84
N#C/C(=C\c1c[nH]c2ccccc12)C(=O)Nc1sc2c(c1C#N)CCC2	99	96	98	82	102	104	100	137	103

Further results:
SMILES	U251	SF-539	PC-3	UO-31	786-0	DU-145	SN12C	TK-10	SF-295
O=C1C=CC(=O)N1c1ccc(Br)c(Cl)c1	92	95	109	77	112	107	95	/	95
COc1cc(-c2nnc(NC(=O)CN3CCN(c4cc5c(cc4F)c(=O)c(C(=O)O)cn5C4CC4)CC3)s2)cc(OC)c1OC	87	83	71	78	63	113	86	/	92
COc1ccc2[nH]c(C(=O)N3CCN(C(=O)OCc4ccc5c(Cl)cc(Cl)c(O)c5n4)CC3)cc2c1	-98*	-99*	-73*	-100*	-92*	-89*	-84*	-99*	34
CN(Cc1ccccc1)c1nc(Cl)c(C2CC(c3ccc4c(c3)OCO4)=NN2c2cc(Cl)cc(Cl)c2)s1 (stereo not drawn)	98	103	94	88	90	101	99	119	94
COc1cc(C2C3=C(COC3=O)Nc3cc4c(cc32)CCC4)cc2c1OCO2 (stereo not drawn)	27	10	20	53	18	-0.3*	31	67	6.6*
Cc1ccc(NCN2C(=O)c3ccccc3C2=O)c(C)n1	103	116	101	87	96	107	111	119	106
Cc1ccc(NC(=O)C2CC(CN3CCN(C)CC3)C2)cc1Nc1nccc(-c2cccnc2)n1 (stereo not drawn)	91&90	92&98	103&108	90&90	93&94	104&100	95&96	113&110	99&97
Cc1cc2nc3c(=O)[nH]c(=O)nc-3n(CCOC(=O)CCC(=O)O)c2cc1C	101	113	94	80	110	110	95	111	118
N#CCCNCCC#N	98	107	104	84	101	115	105	93	/
COc1ccc(-c2cc(C(=O)Nc3nc4ccc(F)cc4s3)nc3cc(-c4ccccc4)nn23)cc1OC	104	94	102	98	110	117	104	111	96
CCOC(=O)C1CC(=O)c2ccccc2C1c1ccccc1 (stereo not drawn)	101	98	86	90	107	109	97	97	79
C[C@H]1CC[C@H]2O[C@]2(C)CC/C=C\CC(=O)C1	96	99	97	91	99	95	100	/	100
CC(=O)c1c(O)c(C)c(O)c2c1OC1=Cc3c(c(C)nn3-c3ccccc3)C(=O)C12C (stereo not drawn)	97	95	89	93	104	102	96	111	100
CCN(CC)CCCC(C)Nc1cnc(C(=O)Nc2cc(F)cc3cccnc23)cn1 (stereo not drawn)	-76*!	8.2*!	-53*!	-91*!	-55*!	-82*!	1.5*!	-49*!	3.0*!
O=C(Cc1ccc(Cl)cc1)n1cccc1	109	103	99	94	97	108	106	89	/
Cc1cccc(Cl)c1-n1cc(-c2ccc(Br)cc2)oc1=Nc1ccc(Nc2ncnc3sc4c(c23)CCCC4)cc1	89	102	79	66	95	105	98	109	102
O=C(CSc1nc(-c2ccccc2)cc(=O)[nH]1)Nc1nc(-c2ccc(Cl)cc2)cs1	98	104	95	99	104	110	110	110	94
OCCCNc1nccc(NCCCNc2ccnc3cc(Cl)ccc23)n1	96	99	86	80	98	108	98	99	86
Oc1c(C(c2ccc(F)cc2)N2CCCCC2)ccc2cncnc12 (stereo not drawn)	1.5*	14	11	11	23	23	10	9.0*	-1.6*
CS(=O)(=O)c1nc(NCCCNc2ccnc3cc(Cl)ccc23)cc(-c2ccccc2)n1	99	/	93	83	106	105	104	94	101
COc1cc(Nc2ccnc(NCCNc3ccnc4cc(Cl)ccc34)n2)cc(OC)c1	9.3*	-66*	46	37	35	64	52	48	40
Nc1nc(N)c2c(n1)NC(c1ccc(C(F)(F)F)cc1)CC(c1ccc(Nc3nc(NCCO)nc(Nc4ccc(Cl)cc4)n3)cc1)=N2 (stereo not drawn)	-22*	-86*	-31*	-49*	-90*	-93*	-40*	91	-79*
COC1=CC(=O)c2nc(Cl)ccc2C1=O	-42*	88	22	23	72	63	-69*	84	115
N#C/C(=C\c1ccccc1)c1nc(N)nc(Nc2ccc(S(N)(=O)=O)cc2)n1	109	100	99	90	100	105	100	108	105
CCOC(=O)C(=Cc1ccc2c(c1)OCO2)C(=O)OCC	67	86	55	76	106	/	80	86	90
C/C(=N/NC(N)=S)c1sc(Nc2ccc(Cl)cc2)nc1C	84	111	83	68	87	93	87	99	94
[O-][n+]1onc(-c2ccccc2)c1N=C/C=C/c1ccccc1	99	104	99	91	99	104	108	123	99
CC(=O)Oc1ccc(/C(=C(\C)c2ccccc2)c2ccc(OCCCN(C)C)cc2)cc1	77	86	70	61	73	92	86	88	90
OCC1OC(OC2C(CO)OC(Sc3ccccc3)C(O)C2O)C(O)C(O)C1O (stereo not drawn)	101	102	101	88	101	111	100	105	108
COc1cc(NCCCCCCC2CCCCN2)c2ncccc2c1 (stereo not drawn)	89	83	84	75	100	109	91	104	100
O=c1c2ccccc2nc(N/N=C/c2ccc(Oc3ccc(Cl)cc3)cc2)n1-c1ccc(Cl)cc1	108	102	97	94	98	108	105	101	101
CC(C)(O)[C@@H]1Cc2cc3ccc(=O)oc3cc2O1	100	104	89	91	105	110	103	106	111
O=C(CCl)OCCOc1ccccc1	103	98	107	85	99	106	96	102	95
C=CCN1C(=O)/C(=C\c2ccc(F)cc2)S/C1=N\NC(=O)C(CCSC)NC(=O)c1ccccc1 (stereo not drawn)	83	63	97	90	96	96	94	102	104
CCC1CCCCN1C(=O)OC (stereo not drawn)	103	114	96	84	113	125	102	109	100
O=[N+]([O-])c1ccc(/C=N/c2nn[nH]n2)cc1 (tested in a mixture with another compound)	101	/	109	78	109	120	99	111	104
c1ccc(CSCc2ccccc2)cc1	101	106	117	95	98	133	99	118	106
CCN(Cc1ccncc1)C(=O)C(CO)c1ccccc1 (stereo not drawn)	102	/	102	93	102	112	104	107	109
OC1(c2cccc3ccccc23)c2ccccc2-c2ccccc21	98	103	89	76	93	105	102	110	85
Nc1[nH]c(=S)nc2c1nnn2-c1ccc(S(N)(=O)=O)cc1	108	104	92	86	106	104	99	110	107
C/C(=N\NC(=S)Nc1ccc(Cl)cc1)c1cc2ccccc2oc1=O	97	84	76	80	105	101	99	146	89
NS(=O)(=O)Oc1ccc(C(=O)NC23CC4CC(CC(C4)C2)C3)cc1	99	97	101	80	99	104	94	94	102
N#Cc1c(-c2ccc(F)cc2)n2c(nc1=O)SC(=O)C2	90	112	103	98	101	128	94	/	105
COc1cc(C(=O)n2nc(C)cc2C)c(N2C(=O)/C(=C/c3ccccc3)N=C2c2ccccc2)cc1OC	99	90	98	72	106	102	89	118	84
Cc1nc(N)nc2c1CCC(Nc1ccccc1)S2 (stereo not drawn)	103	97	91	79	103	106	101	105	104
CC1(C)C(N(O)C(=O)Nc2ccc(Cl)cc2)N(c2ccc(Cl)cc2)C(=O)N1CC(=O)N/N=C/C=C/c1ccc([N+](=O)[O-])o1 (stereo not drawn)	-14*	-73*	8.8*	13	-49*	12	-21*	4.6*	55
Cn1cc(C2=C(c3cccc4ccccc34)C(=O)N(O)C2=O)c2cccnc21	93	96	83	67	83	105	96	120	99
O=S(=O)(C/C(=N/O)c1ccc2ccccc2c1)c1ccccc1	95	104	94	101	101	115	94	112	91
COc1nc(=S)nc(OC)[nH]1	97	99	100	91	102	103	97	99	101
COc1ccc2c(c1)C(=O)/C(=C/c1cccnc1OC)CC2	86	95	94	80	94	104	87	103	/
O=C(Nc1ccncc1)c1noc2ccccc12	99	95	90	94	87	103	100	101	103
CC(=O)OC[C@H]1O[C@@H](OC(C)=O)[C@H](N2C(C(C)=O)=NN(c3ccc(Br)cc3)C2c2ccc(Cl)cc2)[C@@H](OC(C)=O)[C@@H]1OC(C)=O (stereo partly drawn)	71	72	30	28	58	78	63	106	37
